Screening results as filed in PubChem.
KDM4E inh: qHTS Assay for Inhibitors of Human Jumonji Domain Containing 2E (JMJD2E); Lysine-specific demethylase 4E (Homo sapiens), B2RXH2; JMJD2E catalytic domain, FDH-coupled NADH fluorescence (FDH is formaldehyde dehydrogenase); Potency, µM (series often up to 57.1 µM), inactives show at the highest dose activity change, negative = inhibition, hits mostly inhibitors; 230,000 tested, 1.6% active; AID 2147, 2009; active = well fitted inhibition curve with a large enough effect, not every such curve was filed as active; inconclusive = small, poorly fitted or top-dose-only effect, or another doubt; inactive = no such curve, though single readings can be large or run the other way;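 also: 0% = wells with enzyme and -100% = buffer wells without enzyme; nearly all actives have a fitted effect of over 50% in size; many of its hits are not listed in these tables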
Epigenetic reg: Quantitative High-Throughput Screen for Regulators of Epigenetic Control; AID 1865, 2009; 280,000 tested, 0.2% active; murine LDR cells, GFP reporter derepression, 30 h; Potency, µM (titrated, usually from 53.9 µM), without a hit: top-dose GFP activation, most hits filed as activators; also: % of control where 0% means no effect; nearly all actives have a fitted effect of over 60% in size
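In this reporter-derepression format, murine cells bearing a silenced integrated CMV-GFP locus incubate with test compound (30 h, 37 C), then are washed and imaged; fluorescent objects of 20–120 um count as induced cells.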
IMPase Li inh: qHTS Assay for Identifying the Cell-Membrane Permeable IMPase Inhibitors: Potentiation with Lithium; CHO-M1 cells, IP1 TR-FRET (IP-One), carbachol + lithium; Potency, µM (series often up to 59.4 µM), without a hit: at the highest dose activity, negative = IMPase inhibition, most hits filed as inhibitors; 210,000 tested, 0.35% active;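 also: IP1 builds up when IMPase is blocked and the TR-FRET signal falls; plate controls were basal vehicle for no effect and high inhibitor control for full effect; nearly all actives have a fitted effect of over 50% in size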
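Steps: plate 2000 CHO-M1 cells per well and culture 16–30 h; add compound and lithium; incubate 30 min, 37C; add d2-IP1 tracer and Eu cryptate anti-IP1 antibody in lysis buffer; read after 10 min at room temperature.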
NPSR antag: qHTS Assay for Antagonists of the Neuropeptide S Receptor: cAMP Signal Transduction. 220,000 tested, 1% active. Potency, µM (titrated, usually from 38.3 µM), for the others: at the highest dose activity change, negative = inhibition, usual class: inhibitors. CHO-NPSR cells, cAMP TR-FRET, antagonist mode. Q6W5P4; also: % is scaled to controls: 0 for no effect and ±100 for the full control effect; nearly all actives have a fitted effect of over 50% in size; many of its hits are not listed in these tables
GoLoco inh red: qHTS Assay for Inhibitors of RGS12 GoLoco Motif Activity (Red Fluorophore); 230,000 tested, 0.44% active; Guanine nucleotide-binding protein G(i) subunit alpha-1 (Homo sapiens), P63096; Gai1:RGS12 GoLoco peptide FP, rhodamine, 10 min; Potency, µM (highest dose often 61.6 µM), without a hit: at the highest dose activity, negative = inhibition, actives largely listed as inhibitors; active = well fitted inhibition curve with a large enough effect, not every such curve was filed as active; inactive = no such curve, though single readings can be large or run the other way; also: % is scaled to controls: 0 for no effect and ±100 for the full control effect; nearly all actives have a fitted effect of over 30% in size; many of its hits are not listed in these tables
Target sequence (P63096 whole entry, looked up): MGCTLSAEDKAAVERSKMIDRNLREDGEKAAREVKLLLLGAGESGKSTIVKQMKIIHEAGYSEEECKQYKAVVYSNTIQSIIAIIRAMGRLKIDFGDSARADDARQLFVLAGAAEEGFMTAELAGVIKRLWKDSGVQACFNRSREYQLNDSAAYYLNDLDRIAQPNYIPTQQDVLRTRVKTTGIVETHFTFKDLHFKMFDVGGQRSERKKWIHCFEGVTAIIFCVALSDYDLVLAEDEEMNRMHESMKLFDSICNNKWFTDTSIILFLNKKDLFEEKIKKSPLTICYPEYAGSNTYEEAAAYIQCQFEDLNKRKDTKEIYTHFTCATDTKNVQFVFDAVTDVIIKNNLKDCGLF
RECQ1 inh: qHTS Assay for Inhibitors of RecQ-Like Dna Helicase 1 (RECQ1); ATP-dependent DNA helicase Q1 (Homo sapiens), P46063; Potency, µM (titrated, usually from 57.3 µM), inactives show top-dose activity, negative = inhibition, usual class: inhibitors; 240,000 tested, 0.54% active; RECQ1 DNA unwinding, red fluorescence kinetic read;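 also: plate controls were vehicle for no effect and no enzyme for full effect; nearly all actives have a fitted effect of over 30% in size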
Target sequence (P46063 whole entry, looked up): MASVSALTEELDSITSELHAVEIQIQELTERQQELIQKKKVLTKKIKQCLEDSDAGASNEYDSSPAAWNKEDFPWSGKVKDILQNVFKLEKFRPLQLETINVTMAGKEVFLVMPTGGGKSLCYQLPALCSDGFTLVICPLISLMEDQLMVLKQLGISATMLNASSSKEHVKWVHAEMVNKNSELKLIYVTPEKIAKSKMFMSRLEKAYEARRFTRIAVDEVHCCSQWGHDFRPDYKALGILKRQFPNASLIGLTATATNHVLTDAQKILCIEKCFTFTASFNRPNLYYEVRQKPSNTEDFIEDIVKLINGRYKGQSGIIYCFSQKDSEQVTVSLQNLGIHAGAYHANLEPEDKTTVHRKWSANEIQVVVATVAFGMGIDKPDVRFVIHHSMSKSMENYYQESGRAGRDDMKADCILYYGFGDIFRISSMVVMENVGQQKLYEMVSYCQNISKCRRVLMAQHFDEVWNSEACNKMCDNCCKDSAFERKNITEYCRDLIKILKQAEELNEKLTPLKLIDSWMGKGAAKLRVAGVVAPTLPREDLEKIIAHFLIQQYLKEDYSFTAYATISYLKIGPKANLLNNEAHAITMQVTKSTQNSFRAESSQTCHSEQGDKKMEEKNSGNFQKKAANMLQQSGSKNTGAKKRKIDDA
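RECQ1T1 50 nM; forked duplex (20 bp + 30-nt ss tails) 200 nM, ATP 2 mM final; pH 8.0, 2 mM MgCl2, 2.5 ug/ml poly(dI-dC); 15 min compound preincubation; discontinuous kinetic read over 2 h at RT.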
KinaseGlo FLuc: Counterscreen for Luciferase (Kinase-Glo TM) Inhibition; AID 1379, 2008; Kinase-Glo luciferase, ATP luminescence, 8 min; Potency, µM (titrated, usually from 38.3 µM), for the others: at the highest dose activity change, negative = inhibition, hits mostly inhibitors; Luciferin 4-monooxygenase (Photuris pensylvanica), Q27757; 200,000 tested, 0.28% active; also: % is scaled to controls: 0 for no effect and ±100 for the full control effect; nearly all actives have a fitted effect of over 60% in size
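Recombinant Kinase-Glo luciferase, 10 uM ATP (linear range), luciferin; imidazole pH 7.2 / KCl / MgCl2 / Tween / BSA buffer; 8 min RT; luminescence.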
SMN2 splice up: qHTS Assay for Enhancers of SMN2 Splice Variant Expression. Potency, µM (doses to about 46.1 µM), for the others: at the highest dose activity change, positive = activation, actives largely listed as activators. AID 1458, 2008. HEK293 SMN2-luciferase splicing reporter, luminescence, 30-36 h. 210,000 tested, 2.8% active; also: % of control where 0% means no effect; nearly all actives have a fitted effect of over 55% in size
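qHTS luciferase splicing reporter: luminescence rises when SMN2 exon 7 is included in transfected HEK293 cells. Compound exposure lasted 30-36 h at 37C, with 4.5 mM final sodium butyrate as control, followed by a ONE-Glo read.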
Active calls of the source: *; i = inactive; ? = inconclusive; . = not tested or not shown; [ ] = another dose, or the depositor's remark. Unless noted, calls follow the shape of the dose curve; as a rule, active = well fitted curve in the direction sought with a large enough effect; inconclusive = small, poorly fitted or top-dose-only effect, or another doubt; inactive = no such curve, though single readings can be large; an effect the other way counts as inactive or inconclusive. Potency is read from the fitted curve at half-maximal effect.

#	Compound	GoLoco inh red	KinaseGlo FLuc	RECQ1 inh	KDM4E inh	NPSR antag	Epigenetic reg	SMN2 splice up	IMPase Li inh
1	CC(=O)c1c(C)c2c(n1CCN(C)C)CCCC2	0%	-2%	-11%	-2%	4%[46.1 µM]	-2.9%	-13%	7%[38.3 µM]
2	Cc1ccc(C(=O)COC(=O)CNS(=O)(=O)c2ccccc2)cc1[N+](=O)[O-]	-1%	-3%	-2%	-1%	-5%[46.1 µM]	6.5%	-5%	-3%[38.3 µM]
3	COc1ccc(S(=O)(=O)NCCSCc2ccccc2C)cc1Br	0%	1%	-14%	-2%	-11%[46.1 µM]	-0.3%	0%	1%[38.3 µM]
4	CCn1nc(C)c(CN2CCCC(CO)(Cc3cccc(Cl)c3)C2)c1C (stereo unspecified)	13%	0%	i	-2%	-2%	2.1%	.	21%
5	COCCNC(=O)CCCn1c(=O)c2ccccc2n(Cc2cccc([N+](=O)[O-])c2)c1=O	-1%	1%	-6%	2%	-3%	0.0%	-31%	-5%
6	Cc1cc(C)n2nc(SCCOc3ccccc3)nc2n1	-8%	2%	i	-1%	6%	-1.5%	.	6%
7	CC(C)(C)NC(=O)NC(=O)COC(=O)c1cc(=O)[nH]c2ccccc12	9%	0%	-8%	?	-18%[46.1 µM]	-4.1%	10%	24%[38.3 µM]
8	CC(C)Nc1nc(NNc2nc(Cl)nc(NC(C)(C)C)n2)nc(NC(C)C)n1	-27%	.	-2%	4%	0%[7.67 µM]	-0.3%	.	.
9	C=C(C(C)=O)C(O)c1ccc([N+](=O)[O-])cc1 (stereo unspecified)	-3%	2%	i	8%	.	?	-12%	39%[activator]
10	Cc1c2cnn(-c3ccccc3)c(=O)c2c(C)n1CCCC(=O)N1CCN(C)CC1	4%	0%	-1%	-8%	-12%[46.1 µM]	-0.9%	4%	1%[38.3 µM]
11	O=S(=O)(Nc1nc2ccccc2s1)c1ccc(Cl)nc1	10%	.	i	1%	39%	-1.1%	.	.
12	C=CCN1c2ccccc2[C@]23C[C@@H](C(=O)OC)N(C(=O)COCc4ccccc4)C2=NC(C(=O)OC)=C(C(=O)OC)[C@H]13	1%[14.2 µM]	-4%[7.66 µM]	-9%[11.5 µM]	2%[11.4 µM]	.	.	5%[9.22 µM]	5%
13	CCC(CC)=NNc1ccc([N+](=O)[O-])cc1[N+](=O)[O-]	8%	-1%	i	-2%	5%	-2.6%	-5%	3%
14	COc1cc(Cl)cc(NC(=O)CCN2CCN(C)CC2)c1	-6%	-3%	i	-3%	1%[46.1 µM]	-1.7%	-5%	4%[38.3 µM]
15	Clc1ccccc1/C=C/c1nc(-c2cccnc2)no1	7%	.	-9%	-2%	10%	-1.0%	.	.
16	CN1CCN(S(=O)(=O)c2ccc3c4c(cccc24)C(=O)N3)CC1	1%	4%	-6%	?	-6%[46.1 µM]	-1.4%	5%	-17%[38.3 µM]

Quoted from the listing.
Reading for C=CCN1c2ccccc2[C@]23C[C@@H](C(=O)OC)N(C(=O)COCc4ccccc4)C2=NC(C(=O)OC)=C(C(=O)OC)[C@H]13 in RECQ1 inh: -9%[11.5 µM]
Reading for C=C(C(C)=O)C(O)c1ccc([N+](=O)[O-])cc1 (stereo unspecified) in KinaseGlo FLuc: 2%
Reading for Cc1c2cnn(-c3ccccc3)c(=O)c2c(C)n1CCCC(=O)N1CCN(C)CC1 in Epigenetic reg: -0.9%

The listing continues.
#	Compound	GoLoco inh red	KinaseGlo FLuc	RECQ1 inh	KDM4E inh	NPSR antag	Epigenetic reg	SMN2 splice up	IMPase Li inh
17	c1ccc2c(c1)NC(CN1CCOCC1)CO2 (stereo unspecified)	.	.	i	3%	6%[46.1 µM]	-6.4%	.	.
18	CCCOc1ccc(NC(=O)C2CC(=O)N/C(=N/N=C(C)/C=C/c3ccc(N(C)C)cc3)S2)cc1 (stereo unspecified)	43%[activator]	0%	-3%	?	-1%	-1.9%	13µM*	-2%
19	Cc1cc(C(=O)Nc2nccs2)c2cc(F)ccc2n1	1%	.	-11%	-2%	3%	-1.4%	.	.
20	CCN(CC)C(=S)NC(=O)c1cc(OC)c(OC)c(OC)c1	8%	-1%	i	-8%	-12%	3.8%	-3%	-2%
21	C=CCC(C(=O)OC)(C(=O)OC)c1ccc(C(F)(F)F)cc1[N+](=O)[O-]	-10%	-1%	i	6%	5%	0.9%	9%	14%
22	COc1cc(NS(=O)(=O)c2ccc(NC(=O)c3ccc(S(=O)(=O)N4CCCCC4)cc3)cc2)ncn1	7%	4%	10%	2%	-11%	2.3%	4%	2%
23	Cn1cc(CNC(=O)c2cc(-c3ccc(Br)cc3)nc3ccccc23)cn1	-1%	.	-9%	-6%	-28%	0.0%	.	?
24	C=CCn1c(COc2ccccc2)nnc1SC(C)C(=O)N/N=C/c1cc(Cl)ccc1O (stereo unspecified)	12%	3%	i	?	-10%[46.1 µM]	0.0%	-68%[inhibitor]	28%[38.3 µM]
25	COC(=O)c1cc(NC(=O)CN(C)Cc2ccccc2)cc(C(=O)OC)c1	1%	.	-12%	?	5%	0.0%	.	.
26	COc1ccc(OC)c(S(=O)(=O)N2CCC(C(=O)Nc3cccc(C)c3)CC2)c1	-12%	-2%	-10%	-2%	-21%[46.1 µM]	0.0%	-6%	44%[38.3 µM]
27	C/C(=N\OC(=O)c1ccccc1)c1c(C)nc2cc(C)ccn12	38%[activator]	1%	19%	?	-3%	-0.4%	12%	6%
28	COc1ccc(OC)c(C(=O)c2c(C)oc3cc([N+](=O)[O-])c(O)c([N+](=O)[O-])c23)c1	1%	.	-4%	-12%	40%	-8.1%	.	.
29	O=C(Nc1nnc(C(F)(F)F)s1)c1ccc(N2C(=O)C3C4C=CC(C4)C3C2=O)cc1 (stereo unspecified)	-1%	0%	1%	2%	-13%[46.1 µM]	1.4%	7%	-11%[38.3 µM]
30	COc1ccc(-n2c(=O)c3ccccc3n(CC(=O)c3ccccc3)c2=O)cc1OC	3%	4%	-4%	-2%	0%	0.0%	28%	-10%
31	Cc1ccc2c(CC(=O)N3CCOCC3)coc2c1	17%	-5%	i	-3%	8%	1.1%	5%	3%
32	COc1cc(OC)cc(C(C)=O)c1	-8%	-4%	2%	-6%	-13%[46.1 µM]	-3.0%	11%	1%[38.3 µM]
33	CC(C)CN1CC2(CCN(C(=O)c3ccco3)CC2)C1	4%	-4%	i	.	.	.	5%	4%
34	Nc1cnccc1C(=O)O	-77%	-1%	i	0.63µM*	7%	-1.2%	9%	15%
35	CCCN(Cc1cc2cccc(C)c2[nH]c1=O)S(C)(=O)=O	4%	-3%	-8%	?	-8%[46.1 µM]	-0.8%	-1%	44%[activator][38.3 µM]
36	CC(C(=O)c1ccccc1)n1c(N2CCOCC2)nc2c1c(=O)n(C)c(=O)n2C (stereo unspecified)	-3%	-1%	i	-3%	-2%[46.1 µM]	-0.5%	-6%	10%[38.3 µM]
37	CC1CCC(C(C)C)C(OC(=O)Cn2c(-c3ccc(F)cc3)[n+](C)c3ccccc32)C1 (stereo unspecified)	1%	-1%	6%	-9%	-15%	-1.0%	-39%[inhibitor]	24%
38	CCOC(=O)CSc1nnc([C@H](Cc2ccccc2)NC(=O)OC(C)(C)C)o1	-5%	0%	i	0%	-21%[46.1 µM]	0.0%	-6%	8%[38.3 µM]
39	Cn1ccnc1SCC(=O)Nc1cccc(S(=O)(=O)N2CCCCC2)c1	1%	2%	4%	20%	-5%	-1.5%	14%	9%
40	Cc1csc(NC(=O)c2cc3c(s2)-c2ccccc2OC3)n1	8%	1%	-2%	1%	-4%	-1.0%	?	1%

Exported with two lines to a compound: four of the compounds above.
Value order – GoLoco inh red	KinaseGlo FLuc	RECQ1 inh	KDM4E inh	NPSR antag	Epigenetic reg	SMN2 splice up	IMPase Li inh
37) CC1CCC(C(C)C)C(OC(=O)Cn2c(-c3ccc(F)cc3)[n+](C)c3ccccc32)C1 (stereo unspecified)
 : 1%	-1%	6%	-9%	-15%	-1.0%	-39%[inhibitor]	24%
38) CCOC(=O)CSc1nnc([C@H](Cc2ccccc2)NC(=O)OC(C)(C)C)o1
 : -5%	0%	i	0%	-21%[46.1 µM]	0.0%	-6%	8%[38.3 µM]
39) Cn1ccnc1SCC(=O)Nc1cccc(S(=O)(=O)N2CCCCC2)c1
 : 1%	2%	4%	20%	-5%	-1.5%	14%	9%
40) Cc1csc(NC(=O)c2cc3c(s2)-c2ccccc2OC3)n1
 : 8%	1%	-2%	1%	-4%	-1.0%	?	1%

Continued.
#	Compound	GoLoco inh red	KinaseGlo FLuc	RECQ1 inh	KDM4E inh	NPSR antag	Epigenetic reg	SMN2 splice up	IMPase Li inh
41	COc1ccc(CC(=O)NNC(=O)c2ccc(SCc3cc(F)ccc3F)c([N+](=O)[O-])c2)cc1	11%	-6%	i	11%	-3%[46.1 µM]	0.0%	-2%	-1%[38.3 µM]
42	O=C(NCc1ccncc1)C1COc2ccccc2O1 (stereo unspecified)	8%	-1%	-4%	1%	0%[46.1 µM]	-1.0%	1%	-1%[38.3 µM]
43	CSc1ccc2c(c1)N(CCCN(C)C)c1ccccc1S2	4%[14.2 µM]	-2%[7.66 µM]	.	.	.	.	-7%[9.22 µM]	27%
44	CCn1c(C(O)c2ccc3c(c2)OCO3)nc2ccccc21 (stereo unspecified)	-6%	-2%	-3%	7%	-16%[46.1 µM]	-2.1%	21%	44%[activator][38.3 µM]
45	CC(=O)c1cccc(NC(=O)Cc2cccs2)c1	57%[activator]	-5%	-3%	-6%	-4%[46.1 µM]	-2.4%	-6%	-20%[38.3 µM]

Only part of the results is shown; count on the stated rates, not on these rows.
